Screening data deposited in PubChem BioAssay by National Center for Advancing Translational Sciences (NCATS).
IL1B secr inh – qHTS for Inhibitors of Inflammasome Signaling: IL-1-beta AlphaLISA Primary Screen; THP-1 LPS/ATP IL-1B secretion, AlphaLISA, 16 h; stronger effect = lower value; activity change, % at 57.5 µM; 360,000 tested, 4.7% active; in the data active = activity change below about -50%; inconclusive = mostly about -30% to -49%; also: % is scaled to controls: 0 for no effect and ±100 for the full control effect
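THP-1 cells pretreated 1 hr with compounds (up to 57.5 uM final), then stimulated with LPS (250 ng/mL final) plus ATP (1.25 mM final); secreted IL-1B measured by AlphaLISA after 16 hr, decreased signal indicating inhibition.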
KB-3-1 tox – qHTS assay for MDR1-selective chemotherapeutics: Primary screen using the parental adenocarcinoma cell KB-3-1 | KB-3-1 viability, CellTiter-Glo ATP luminescence, 72 h | Potency, µM (highest dose often 46.1 µM), for inactives: at the highest dose activity change, negative = cytotoxic, most hits filed as cytotoxic | 400,000 tested, 1.4% active | AID 1347075, 2019; also: potency is read from the fitted curve at half-maximal effect; % is scaled to controls: 0 for no effect and ±100 for the full control effect; nearly all actives have a fitted effect of over 60% in size
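KB-3-1 cells, DMEM (no phenol red) + 10% FBS; compound by pin transfer, 72 h, 37 °C. Readout: CellTiter-Glo luminescence after 10 min. Data normalized, curve-fitted.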
SW480 rerep – A quantitative high throughput screen for small molecules that induce DNA re-replication in SW480 colon adenocarcinoma cells | SW480 DNA re-replication, Hoechst DNA content imaging, 48 h | Potency, µM (titrated, usually from 46.1 µM), without a hit: at the highest dose re-replication activation, hits mostly activators | 340,000 tested, 1.8% active; also: potency is read from the fitted curve at half-maximal effect; % of control where 0% means no effect; nearly all actives have a fitted effect of over 55% in size
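Compounds, transferred as 23 nL by pin tool, were incubated with cells for 48 hr; DNA content per nucleus was then quantified by Hoechst staining and fluorescence plate imaging.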
KB-V1 cytotox – qHTS assay for MDR1-selective chemotherapeutics: Primary screen using the drug-selected MDR subline cells KB-V1 | Potency, µM (series often up to 46.1 µM), inactives show at the highest dose activity change, negative = cytotoxicity, actives largely listed as cytotoxic | 400,000 tested, 3.4% active | AID 1347076, 2019 | KB-V1 MDR cells viability, CellTiter-Glo, 72 h; also: potency is read from the fitted curve at half-maximal effect; % is scaled to controls: 0 for no effect and ±100 for the full control effect; nearly all actives have a fitted effect of over 60% in size
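qHTS viability screen in drug-selected KB-V1 MDR cells: 72 h compound treatment at 37 degrees C, ATP luminescence end point.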
WRN inhibitor – qHTS for Inhibitors of WRN Helicase | Potency, µM (highest dose often 114 µM), inactives show at the highest dose activity change, negative = inhibition, most hits filed as inhibitors | WRN helicase unwinding, fluorescent forked duplex, kinetic | AID 651768, 2012 | 360,000 tested, 0.46% active; also: potency is read from the fitted curve at half-maximal effect; % is scaled to controls: 0 for no effect and ±100 for the full control effect; nearly all actives have a fitted effect of over 55% in size
Target sequence (Q14191 whole entry, looked up): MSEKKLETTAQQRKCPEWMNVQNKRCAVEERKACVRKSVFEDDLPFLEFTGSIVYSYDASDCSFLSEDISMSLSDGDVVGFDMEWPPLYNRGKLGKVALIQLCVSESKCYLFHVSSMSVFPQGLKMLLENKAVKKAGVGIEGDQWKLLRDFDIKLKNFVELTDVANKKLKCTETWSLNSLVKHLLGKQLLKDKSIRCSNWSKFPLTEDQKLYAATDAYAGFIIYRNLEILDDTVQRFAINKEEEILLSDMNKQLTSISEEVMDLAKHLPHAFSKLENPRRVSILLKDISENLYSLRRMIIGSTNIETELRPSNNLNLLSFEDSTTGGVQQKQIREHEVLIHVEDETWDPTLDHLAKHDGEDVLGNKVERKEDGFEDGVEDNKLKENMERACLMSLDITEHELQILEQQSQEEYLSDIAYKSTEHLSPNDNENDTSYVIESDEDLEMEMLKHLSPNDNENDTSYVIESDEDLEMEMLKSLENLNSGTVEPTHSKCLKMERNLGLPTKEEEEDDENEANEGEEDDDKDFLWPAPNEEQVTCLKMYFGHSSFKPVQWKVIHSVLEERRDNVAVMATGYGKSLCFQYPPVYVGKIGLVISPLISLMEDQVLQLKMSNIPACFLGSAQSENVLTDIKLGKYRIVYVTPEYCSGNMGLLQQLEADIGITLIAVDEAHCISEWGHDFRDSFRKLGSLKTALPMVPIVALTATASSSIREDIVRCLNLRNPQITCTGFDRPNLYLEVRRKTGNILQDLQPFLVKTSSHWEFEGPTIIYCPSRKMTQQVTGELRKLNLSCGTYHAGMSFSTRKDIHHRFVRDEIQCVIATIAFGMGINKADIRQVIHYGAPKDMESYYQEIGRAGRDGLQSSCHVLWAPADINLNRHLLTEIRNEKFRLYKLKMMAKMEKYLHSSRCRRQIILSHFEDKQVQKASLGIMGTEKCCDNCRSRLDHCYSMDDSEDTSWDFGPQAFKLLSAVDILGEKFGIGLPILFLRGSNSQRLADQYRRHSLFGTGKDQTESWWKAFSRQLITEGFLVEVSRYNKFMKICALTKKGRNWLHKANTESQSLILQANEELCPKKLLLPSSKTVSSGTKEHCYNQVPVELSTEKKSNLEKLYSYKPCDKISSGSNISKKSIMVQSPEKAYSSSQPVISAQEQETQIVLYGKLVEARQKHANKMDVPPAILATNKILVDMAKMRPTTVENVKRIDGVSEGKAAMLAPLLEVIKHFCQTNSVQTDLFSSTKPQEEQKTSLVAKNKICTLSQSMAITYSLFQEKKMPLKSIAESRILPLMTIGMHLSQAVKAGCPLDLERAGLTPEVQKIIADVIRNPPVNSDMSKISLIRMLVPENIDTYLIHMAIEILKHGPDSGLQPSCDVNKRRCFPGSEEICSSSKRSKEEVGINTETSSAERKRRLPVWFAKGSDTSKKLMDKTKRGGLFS
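Fluorescence dequenching readout, ex 525 nm/em 598 nm, kinetic mode: forked duplex DNA (100 nM final) with adjacent fluorophore and quencher unwound by WRN (20 nM final) with 2 mM ATP. Compound preincubation 15 min, room temperature.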
MCF10A rerep – A quantitative high throughput screen for small molecules that induce DNA re-replication in MCF 10a normal breast cells; 350,000 tested, 2.9% active; MCF 10A DNA re-replication, Hoechst nuclear intensity, 48 h; AID 624296, 2012; Potency, µM (highest dose often 46.1 µM), inactives show at the highest dose activity, positive = re-replication, actives largely listed as activators; also: potency is read from the fitted curve at half-maximal effect; % of control where 0% means no effect; nearly all actives have a fitted effect of over 50% in size
ATXN2 expr inh – Primary qHTS for Inhibitors of ATXN expression; HEK-293 ATXN2-luciferase reporter, luminescence, 24 h; Potency, µM (highest dose often 57 µM), inactives show at the top dose activity change, negative = inhibition, most hits filed as inhibitors; 360,000 tested, 0.72% active; also: potency is read from the fitted curve at half-maximal effect; % is scaled to controls: 0 for no effect and ±100 for the full control effect; nearly all actives have a fitted effect of over 55% in size
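qHTS (up to 57 uM final) was run with 24 h compound exposure of reporter cells at 37 °C. Each well was multiplexed: SteadyGlo luminescence measured ATXN2-luciferase expression after a fluorogenic Gly-Phe-AFC viability readout (25 uM final).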
HT1080 IDH1KD tx – qHTS for induction of synthetic lethality in tumor cells producing 2HG: qHTS for the HT-1080-IDH1KD cell line; 360,000 tested, 2% active; HT-1080 IDH1 knockdown viability, ATP luminescence, 48 h; AID 686971, 2013; Potency, µM (doses to about 46.1 µM), for the others: at the top dose activity, negative = toxicity, actives largely listed as cytotoxic;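 also: potency is read from the fitted curve at half-maximal effect; 0% = DMSO wells and -100% = cell-free medium wells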
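After a 2 h attachment period, IDH1KD HT-1080 cells took pin-transferred compound for 48 h at 37 °C; ATP-based luminescence after 10 min room-temperature reagent incubation reported viability.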
HT1080-NT tox – qHTS for induction of synthetic lethality in tumor cells producing 2HG: qHTS for the HT-1080-NT fibrosarcoma cell line | Potency, µM (doses to about 46.1 µM), without a hit: at the highest dose activity, negative = less viability, hits mostly cytotoxic | AID 686970, 2013 | 360,000 tested, 1.6% active | HT-1080-NT fibrosarcoma viability, CellTiter-Glo ATP luminescence, 48 h;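 also: NT is the 2HG producing partner of a matched IDH1 knockdown line; potency is read from the fitted curve at half-maximal effect; 0% = DMSO-treated cells and -100% = media-only wells without cells; nearly all actives have a fitted effect of over 55% in size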
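HT-1080-NT; 750 cells/well; 5% FBS RPMI; 48 h compound, 37 degrees C; CellTiter-Glo luminescence; curve fitting and curve-class assignment.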
Starred values were filed as active, the others as inactive; ? = inconclusive; / = not tested or not shown; & = joins results of further samples; [ ] = dose if it differs, or a comment. Unless noted, calls follow the shape of the dose curve; as a rule, active = well fitted curve in the direction sought with a large enough effect; inconclusive = small, poorly fitted or top-dose-only effect, or another doubt; inactive = no such curve, though single readings can be large; an effect the other way counts as inactive or inconclusive.

SMILES	IL1B secr inh	KB-3-1 tox	SW480 rerep	KB-V1 cytotox	WRN inhibitor	MCF10A rerep	ATXN2 expr inh	HT1080 IDH1KD tx	HT1080-NT tox
Cc1nnc(NC(=O)CSc2nnc3c(n2)[nH]c2ccc(Br)cc23)s1	27	6%	-9%	-13%	?	0%	-9%	4%	7%
O=C1c2ccccc2C(Nc2cccnc2)N1Cc1ccccc1 (configuration not stated)	0	-7%	-3%	-13%	-2%	-1%	-9%	-1%	1%
c1ccc(-c2cnn3nnnc3n2)cc1	7	-9%	-4%	6%	-1%	-4%	12%	8%	10%
C=CCSC1=NN2CCS(=O)(=O)N=C2S1	12	17%	1%	?	3%	2%	5%	24%	29%
COc1ccc(N2Cc3cccc(C(=O)NC(C)CCc4ccco4)c3C2=O)cc1 (configuration not stated)	-25	-12%	3%	-21%	35µM*	2%	-5%	-3%	-3%
CC1CC(=O)Nc2ccccc2N1S(=O)(=O)c1cccs1 (configuration not stated)	4	4%	-19%	-8%	4%	-1%	8%	3%	4%
COc1ccc(Nc2ncnc3c2cnn3-c2cccc(C)c2)cc1OC	-17	22%	-4%	?	3%	15%	9%	15%	4%
CCNc1nc(SC(C(C)=O)C(C)=O)nc(N(C)C)n1	-5	14%	2%	0%	-4%	-8%	-3%	5%	6%
CCOC(=O)Cc1csc(NC(=O)CCNS(=O)(=O)c2ccc3c(c2)CCC(=O)N3)n1	6	-11%	-2%	?	13%	9%	1%	-1%	1%
CCc1cccc(CC)c1NC(=O)c1ccc(-n2cncn2)nc1	-6	?	-6%	-5%	-5%	16%	/	-2%	-5%
CCCCn1c(N)c(N(CC(C)C)C(=O)c2ccc(OCc3c(C)noc3C)cc2)c(=O)[nH]c1=O	10	-1%	-3%	-1%	-3%	3%	-6%	3%	3%
CC(=O)c1ccc(NC(=O)c2ccc(CNc3c(N4CCOCC4)c(=O)c3=O)cc2)cc1	0	?	/	6%	-3%	/	0%	0%	-3%
CCN1C(=O)[C@@H]2[C@@H](c3ccc(-c4ccc(F)cc4)c(OC)c3)N3CCCC[C@@]3(C(=O)OC)[C@@H]2C1=O	-19	-18%	5%	13%	-2%	-4%	-7%	19%	0%
COc1ccc(-c2cn(/N=C/c3ccc(Cl)cc3Cl)c(N)n2)cc1	-66*	-25%	1%	?	-4%	-4%	-21%	-1%	?
CCOC(=O)C1CCCN(S(=O)(=O)c2ccc3c(c2)C(C)(C)C(=O)N3C)C1 (configuration not stated)	34	-10%	-2%	0%	-1%	20%	1%	0%	4%

An excerpt from above in order of their number in IL1B secr inh, falling.
structure	IL1B secr inh	SW480 rerep	WRN inhibitor
CC(=O)c1ccc(NC(=O)c2ccc(CNc3c(N4CCOCC4)c(=O)c3=O)cc2)cc1	0	/	-3%
COc1ccc(Nc2ncnc3c2cnn3-c2cccc(C)c2)cc1OC	-17	-4%	3%
COc1ccc(-c2cn(/N=C/c3ccc(Cl)cc3Cl)c(N)n2)cc1	-66*	1%	-4%

Remaining list, next part
SMILES	IL1B secr inh	KB-3-1 tox	SW480 rerep	KB-V1 cytotox	WRN inhibitor	MCF10A rerep	ATXN2 expr inh	HT1080 IDH1KD tx	HT1080-NT tox
Cc1ccc(O)c(NC(=O)C2CC(c3c(F)cccc3Cl)=NO2)c1 (configuration not stated)	-17	8%	-18%	-23%	-5%	5%	/	-7%	-7%
CC(=O)N1c2ccc(S(=O)(=O)N3CCC(C(=O)Nc4cccc(C(F)(F)F)c4)CC3)cc2CC1C (configuration not stated)	-5	?	?	-11%	0%	?	?	?	-23%
CCCCN(CC)Cc1ccc(CNC(=O)Nc2ccc(F)cc2)o1	0	-2%	0%	0%	18%	19%	-13%	?	10µM*
CC(C)(C)c1cc(NC(=O)c2ccco2)n(-c2ccccc2)n1	1	21%	2%	-25%	-7%	-2%	-9%	1%	3%
Cc1noc(C)c1C(=O)OCC(=O)Nc1cc(Cl)ccc1Oc1ccccc1	-16	-4%	-9%	?	-4%	2%	10%	-16%	-12%
Cc1ccc(NS(=O)(=O)c2ccc3c(c2)oc(=O)n3C)cc1C	2	-1%	2%	-4%	5%	1%	-26%	-5%	-4%
O=C(NC1CCCC1)C1CCCN1C(=O)Nc1ccccc1Cl (configuration not stated)	-2	1%	-4%	-6%	-11%	1%	5%	-1%	-2%
Cc1nn(CC(=O)N(C)C2CCS(=O)(=O)C2)c(C)c1S(=O)(=O)N(C)C (configuration not stated)	-4	5%	?	9%	-1%	3%	9%	7%	7%
CC(C)CNC(=O)C(=O)Nc1ccc(N(C)C)cc1	-8	-8%	3%	-21%	6%	3%	14%	10%	9%
Cc1onc(-c2ccccc2Cl)c1C(=O)OCC(=O)Nc1cccc(S(=O)(=O)N(C)C)c1	-2	?	9%	8.2µM*	-5%	12%	-22%	-2%	?
Cn1c(SCC(=O)NC2CC2)nnc1-c1ccc(Cl)cc1	-3	0%	-5%	-2%	2%	12%	/	-2%	11%
COC(=O)[C@H](CCSC)NC(=O)c1cccnc1SC	0	3%	-2%	5%	-4%	-3%	/	4%	10%
COc1ccc(C/C(N)=N/OC(=O)c2cccs2)cc1	-19	-11%	-10%	-1%	2%	1%	-13%	-1%	4%
CCOC(=O)c1cc(NC(=O)OC)c(C)nc1C	22	6%	-1%	3%	6%	0%	-6%	7%	10%
Cc1ccc(S(=O)(=O)NCCc2nnc3ccc(SCC(=O)Nc4nc(C)cs4)nn23)cc1	-2	11%	?	16%	?	4%	-5%	-2%	2%
COc1ccc(S(=O)(=O)N2CCN(CCc3ccccc3)CC2)c(OC)c1	-20	?	-6%	?	6%	9%	?	?	-25%
CC(=O)N/C(=C\c1ccccc1)C(=O)OCC(=O)N1CCCCCC1	-9	0%	-1%	-4%	-10%	-19%	-9%	16%	14%
Brc1ccc(NC(c2ccccc2)c2ccncc2)cc1 (configuration not stated)	-3	0%	-10%	-13%	4%	4%	/	-25%	-28%
CC[C@]1(C(=O)OC)[C@H]2C(=O)N(C)C(=O)[C@H]2[C@H]2CN=C(SCC3CC3)N21	43	0%	1%	0%	-4%	?	4%	11%	4%
O=C(CN1CCOCC1)Nc1ccccc1Sc1ccccc1	10	6%	-8%	21%	3%	-2%	8%	19%	0%
CCCCCCN1C[C@@H](n2cc(COC(=O)c3ccccc3)nn2)[C@H](O)C[C@@H]1c1ccc(OC)cc1	-5	?	/	-18%	-7%	/	?	?	?
Cc1cccc(/C=C2/Sc3ccc(C(=O)NCCN4CCCC4)cc3NC2=O)c1	?	-8%	?	8%	-5%	?	/	-4%	8%
CC(C)(C)NC(=O)NC(=O)CN1CCN(S(=O)(=O)c2ccc3c(c2)CCCC3)CC1	-3	2%	11%	?	-2%	6%	11%	-4%	0%
O=C(NCCC1=CCCCC1)C1CCN(S(=O)(=O)c2ccc(-n3cnnn3)cc2)CC1	66	1%	-1%	3%	0%	-5%	-1%	-12%	0%
O=C(CCl)NC(Cc1c[nH]c2ccc(OCc3ccccc3)cc12)C(=O)O (configuration not stated)	-3	1%	-1%	-14%	-7%	-6%	/	1%	12%
CCc1noc(C)c1C(=O)OC(C)C(=O)Nc1ccc2c(c1)OCO2 (configuration not stated)	8	10%	-1%	6%	-16%	4%	2%	2%	5%
CCOC(=O)c1c(NC(=S)Nc2ccc(OCC)cc2)sc2c1CCN(C)C2	-6	-13%	0%	8%	?	5%	12%	-6%	-12%
Cc1cccc(N(C(=O)CNC(=O)c2ccco2)C(C(=O)NCC2CCCO2)c2ccccc2)c1 (configuration not stated)	-1	?	-5%	-11%	-4%	0%	-28%	12%	0%
CC1=NN(c2ccccc2)C(=O)C1C(=O)C(=O)Nc1ccc(F)cc1 (configuration not stated)	-10	-13%	2%	1%	-21%	7%	38%[11.3 µM]	15%	11%
CN(Cc1ccc2nsnc2c1)Cc1nc(Cc2cccc(F)c2)no1	22	7%	0%	9%	0%	-1%	0%	3%	1%
CC(C)Oc1ccccc1OCCCCn1cnc2ccccc2c1=O	3	2%	-73%[inhibitor]	5%	-2%	-4%	/	8%	7%
COc1cc(C(=O)Oc2cccc(/C=N/NC(=O)c3cccnc3)c2)cc(OC)c1OC	30	-2%	?	-14%	-11%	-7%	2%	18µM*	?
CC1(C)CC2CC(C)(CN2C(=O)c2ccc([N+](=O)[O-])cc2[N+](=O)[O-])C1 (configuration not stated)	32	1%	-18%	?	5%	?	-12%	6%	-2%
CCN(C(=O)COC(=O)c1ccccc1Cc1ccccc1)C1CCS(=O)(=O)C1 (configuration not stated)	-6	8%	?	-8%	-8%	4%	-1%	-2%	6%
O=C1c2ccccc2C(=O)N1CC(=O)N1c2ccccc2Sc2ccc(C(F)(F)F)cc21	-12	0%	0%	18µM*	-11%	14%	3%	-2%	2%
Cc1cc(C(=O)Nc2nnc(C(F)(F)F)s2)cs1	14	-10%	?	24%	-10%	28%	13%	-15%	-18%
O=C(CN(c1ccc2c(c1)OCCO2)S(=O)(=O)c1ccccc1)N1CCN(Cc2ccccc2)CC1	-11	-2%	9%	?	2%	3%	-16%	-6%	-8%
CCOC(=O)C1CCCN(C(=O)Cn2ncc3c([nH]c4ccccc43)c2=O)C1 (configuration not stated)	-84*	23%&5%	3%	?	-2%	?	-8%&-27%	6%	9%
